High-throughput results: PubChem BioAssay, National Center for Advancing Translational Sciences (NCATS)
EPAC1 agonist: agonists of human EPAC1; O95398; EPAC1 agonist qHTS, biochemical assay; response scale: 100% = response to 6.5 mM cAMP; Potency, µM (titrated, usually from 154 µM), inactives show at the highest dose activation, usual class: activators; actives 0.073% (n = 360,000); note: potency is the fitted concentration of half-maximal effect; nearly all actives have a fitted effect of over 60% in size
Target sequence (O95398 whole entry, looked up): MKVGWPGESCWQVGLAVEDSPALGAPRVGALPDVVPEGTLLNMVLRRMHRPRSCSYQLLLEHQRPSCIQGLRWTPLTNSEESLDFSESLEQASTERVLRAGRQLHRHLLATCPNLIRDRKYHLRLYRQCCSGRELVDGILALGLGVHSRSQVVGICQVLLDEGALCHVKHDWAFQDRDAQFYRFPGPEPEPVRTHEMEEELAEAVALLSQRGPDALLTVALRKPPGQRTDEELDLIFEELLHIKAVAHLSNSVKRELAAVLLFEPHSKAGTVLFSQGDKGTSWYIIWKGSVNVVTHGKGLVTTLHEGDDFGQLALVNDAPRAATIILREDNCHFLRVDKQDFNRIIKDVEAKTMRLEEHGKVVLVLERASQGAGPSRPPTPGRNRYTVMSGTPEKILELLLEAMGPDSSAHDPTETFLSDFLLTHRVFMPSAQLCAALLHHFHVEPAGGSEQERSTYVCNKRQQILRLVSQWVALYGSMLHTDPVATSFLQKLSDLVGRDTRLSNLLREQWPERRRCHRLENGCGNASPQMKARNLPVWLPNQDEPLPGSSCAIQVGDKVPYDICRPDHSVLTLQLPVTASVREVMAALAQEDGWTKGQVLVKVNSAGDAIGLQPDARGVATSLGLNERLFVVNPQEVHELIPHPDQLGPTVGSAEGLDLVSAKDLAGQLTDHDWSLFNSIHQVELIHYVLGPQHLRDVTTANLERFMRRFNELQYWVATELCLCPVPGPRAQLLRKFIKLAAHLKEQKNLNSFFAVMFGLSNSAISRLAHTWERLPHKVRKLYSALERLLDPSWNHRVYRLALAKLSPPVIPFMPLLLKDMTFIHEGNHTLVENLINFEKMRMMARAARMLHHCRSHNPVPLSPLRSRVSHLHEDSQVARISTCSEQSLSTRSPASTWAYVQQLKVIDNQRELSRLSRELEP
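Normalized to 6.5 mM cAMP, activity reflects EPAC1-catalysed release of BODIPY-GDP from Rap1B, followed kinetically over 30 min at 480 nm excitation, 540 nm emission. Reaction contained 100 nM EPAC1, 250 nM Rap1B-BODIPY-GDP, 50 uM GDP.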
PI5P4Ka inh: blocks human PI5P4K alpha kinase activity; P48426; PI5P4Kalpha enzyme, ADP-Glo luminescence, 60 min; active compounds read low; max response, %; actives 1.2% (n = 330,000); AID 652105; active = max response of -50% or lower; inconclusive = between -30% and -50%; inactive = -30% or higher; note: value at the top dose of about 77 µM; % is set by controls: 0 for no effect and ±100 for the full control effect
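Controls without substrate or without enzyme flank wells where PI5P4Kalpha converts substrate using 5 microM ATP (final). Incubation lasts 60 minutes at room temperature; ADP formed is read by ADP-Glo luminescence.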
Abeta yeast res: restores growth of yeast expressing A-beta42 peptide; yeast expressing A-beta42, growth rescue, OD600, 48 h; response scale: 0% DMSO, 100% iron-clioquinol control; Potency, µM (series often up to 46.1 µM), without a hit: at the highest dose growth rescue, usual class: activators; actives 0.063% (n = 410,000); note: potency is the fitted concentration of half-maximal effect; nearly all actives have a fitted effect of over 55% in size
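Yeast growth medium received pinned compounds, then yeast cells expressing toxic A-beta were added; plates incubated at 30 C for 48 hr. Growth read as absorbance at 600 nm, normalized to DMSO and equimolar FeCl3 plus clioquinol controls.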
FUS yeast rescue: rescues growth of FUS-expressing yeast | actives 0.24% (n = 390,000) | S. cerevisiae FUS-expressing, growth rescue, OD600, 24 h | Potency, µM (series often up to 76.6 µM), for the others: at the top dose growth rescue (activation), most hits filed as activators;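 note: potency is the fitted concentration of half-maximal effect; plate controls were DMSO vehicle for no effect and reference control for full effect; nearly all actives have a fitted effect of over 55% in size; some results filed as inactive show a strong effect at the top dose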
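Cultures pregrown in 2.5% raffinose medium are shifted to minimal medium containing 2% galactose to express toxic FUS. Compounds are tested at several concentrations. After 24hr at 30C, growth is quantified at 600 nm absorbance.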
EPAC1 antagonist: EPAC1 (human) antagonism | O95398 | actives 0.14% (n = 360,000) | Potency, µM (series often up to 115 µM), for the others: top-dose activity change, negative = inhibition, usual class: inhibitors | EPAC1 GEF assay, Rap1b-BODIPY-GDP exchange fluorescence | AID 720709;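 note: potency is the fitted concentration of half-maximal effect; plate controls were vehicle for no effect and positive control for full effect; nearly all actives have a fitted effect of over 50% in size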
PLK1 PBD inh: blocks phosphopeptide binding to human PLK1 polo-box domain | actives 2.8% (n = 360,000) | AID 720504 | Potency, µM, for the others: max response, negative = inhibition, actives largely listed as inhibitors | P53350 | Plk1 PBD binding of FITC phosphopeptide, fluorescence polarization; note: potency is the fitted concentration of half-maximal effect; series mostly up to about 57 µM; % is set by controls: 0 for no effect and ±100 for the full control effect; nearly all actives have a fitted effect of over 65% in size
IL-2 act: IL-2 activation; actives 0.065% (n = 360,000); activation, % (series mostly up to about 46 µM); IL-2 activation reporter assay, cell-based qHTS; stimulated with anti-CD3/CD4/CD28 beads; in transgenic mouse T cells; AID 652025; in the data active = activation above about 50%; inconclusive = mostly about 30% to 49%; note: 0% is about no effect
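Readout is EGFP and DsRed signal by fluorescent plate cytometry after 18 h at 37 degrees C. Transgenic mouse T cells (750/well) received compound for 60 min before bead stimulation (anti-CD3, anti-CD4, anti-CD28); memory T cells served as non-tolerant control.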
aSyn rescue: rescues yeast growth from alpha-synuclein toxicity. Yeast expressing alpha-synuclein, growth rescue, BacTiter-Glo, 24 h. Potency, µM (top dose mostly 46.1 µM), without a hit: at the top dose growth rescue (activation), usual class: activators. actives 0.14% (n = 370,000); note: potency is the fitted concentration of half-maximal effect; % of control where 0% means no effect; nearly all actives have a fitted effect of over 65% in size
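Rescue of yeast growth: cells expressing toxic alpha-synuclein, induced in galactose at OD600 0.02, incubated with compound 24 h at 30 C. ATP luminescence quantified growth; inhibitors of toxicity appear as activators.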
WRN inhibitor: blocks human WRN helicase | Q14191 | WRN helicase unwinding, fluorescent forked duplex, kinetic | Potency, µM (series often up to 114 µM), for inactives: at the top dose activity change, negative = inhibition, usual class: inhibitors | actives 0.46% (n = 360,000) | AID 651768; note: potency is the fitted concentration of half-maximal effect; % is set by controls: 0 for no effect and ±100 for the full control effect; nearly all actives have a fitted effect of over 55% in size
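Primary qHTS, 1536-well format. 20 nM WRN + compound, 15 min RT; start with 100 nM forked fluorophore/quencher duplex, 2 mM ATP (final); kinetic read ex 525/em 598 nm.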
Starred values were filed as active, the others as inactive; u = inconclusive; x = no result given; & = joins results of further samples; [ ] = dose if it differs, or a comment. Unless noted, calls come from the whole dose curve; as a rule, active = well fitted curve in the direction sought with a large enough effect; inconclusive = small, poorly fitted or top-dose-only effect, or another doubt; inactive = no such curve, though single readings can be large; an effect the other way counts as inactive or inconclusive. The order is random; about 4.1% have a hit in one of these screens.

Sample of the layout:
SMILES | EPAC1 agonist | PI5P4Ka inh | Abeta yeast res | FUS yeast rescue | EPAC1 antagonist | PLK1 PBD inh | IL-2 act | aSyn rescue | WRN inhibitor
Cc1ccc(Cn2cc(CN3CC(N4CCN(Cc5ccccc5F)CC4)CS3(=O)=O)nn2)cc1 (configuration not stated) | 3.4% | -1.3 | -5.6% | -4.5% | 4.2% | -13.9% | -0.1 | 2.0% | -5.3%
COCCNC(=O)CSCc1cc(C)cc(C)c1 | 3.3% | 0.4 | 5.6% | 3.9% | -19.5% | -5.3% | 9.1 | 0.9% | -0.4%

The listing (from the top)
SMILES | EPAC1 agonist | PI5P4Ka inh | Abeta yeast res | FUS yeast rescue | EPAC1 antagonist | PLK1 PBD inh | IL-2 act | aSyn rescue | WRN inhibitor
Cc1ccc(Cn2cc(CN3CC(N4CCN(Cc5ccccc5F)CC4)CS3(=O)=O)nn2)cc1 (configuration not stated) | 3.4% | -1.3 | -5.6% | -4.5% | 4.2% | -13.9% | -0.1 | 2.0% | -5.3%
COCCNC(=O)CSCc1cc(C)cc(C)c1 | 3.3% | 0.4 | 5.6% | 3.9% | -19.5% | -5.3% | 9.1 | 0.9% | -0.4%
Cc1cccc(NC(=O)NNC(=O)COc2ccc([N+](=O)[O-])cc2)c1C | -5.3% | -5.5 | -10.1% | x | -9.4% | -11.1% | -3.1 | -9.8% | -25.7%
CCCCC(=O)OCC(=O)Nc1ccc(OC(F)F)cc1 | -1.8% | -0.4 | 19.5% | 0.9% | 4.2% | -2.2% | -1.7 | -1.0% | 4.1%
Cc1[nH]c2ccccc2c1C(=O)COC(=O)Cn1c(C(F)(F)F)nc2ccccc21 | -2.1% | 4.2 | 20.3% | -14.4% | -8.2% | -1.5% | 2.8 | 0.0% | -25.6%[57.1 µM]
CN(C)CCCN(C(=O)CCc1ccccc1)c1nc2ccc(Cl)cc2s1 | -5.1% | 0.2 | -1.7% | 32.5% | u | -6.7% | -6.1 | 0.9% | 5.4%
CC(=O)c1csc(COc2ccc(Cl)cc2)n1 | 8.5% | -8.8 | -10.1% | -21.1% | -21.9% | -7.3% | 0.2 | -2.1% | -1.5%
CC(C)(C)C(=O)C(Cl)C(=O)Nc1ccccc1 (configuration not stated) | 11.2% | 1.1 | -74.5%[inhibitor] | -10.0% | -0.5% | 10.6µM* | -0.7 | -48.0%[inhibitor] | u
CCCOc1ccc(C(=O)ON=C2CCN(C)CC2)cc1 | 3.2% | 2.3 | -13.2% | -11.3% | 16.1% | -8.9% | -1.3 | 0.9% | 2.2%
Clc1cc(Cl)c(Cl)cc1Cl | -11.8% | 2.5 | 0.0% | -31.8% | -27.7% | -15.5% | -0.5 | -0.6% | 0.3%
Cc1cc(C(F)(F)F)nn1CC(=O)NNC(=S)Nc1ccc(F)cc1 | -7.0% | 11.2 | 10.8% | x | 15.1% | -8.1% | 0.3 | -6.5% | -2.1%
COC(=O)C1=C(C)NC(=S)NC1c1ccc(OCC(=O)N2CCCCC2)c(OC)c1 (configuration not stated) | 6.1% | 2.0 | 7.1% | 7.4% | -10.7% | -8.8% | 1.0 | -0.2% | -17.7%
COc1ccc2cc(C(=O)C3CCCN(C(=O)C4=NN(C)C(=O)CC4)C3)ccc2c1 (configuration not stated) | -5.0% | 8.4 | -3.2% | 13.9% | -0.7% | -0.8% | -1.0 | -0.5% | 0.0%
CCc1nnc(NC(=O)CCC(=O)N2CCN(Cc3ccc(C)cc3C)CC2)s1 | -2.5% | 2.3 | 8.2% | -16.2% | 10.0% | -0.2% | -2.9 | -0.9% | 6.7%
Cc1ccc(Cl)cc1NC(=O)CON=C(N)c1ccccc1 | 1.1% | 2.4 | 0.9% | 4.1% | -3.1% | -9.9% | 0.4 | -3.4% | 2.8%
CCOCCOCN(C#N)c1nc(OC)nc(N(C)C)n1 | 5.1% | x | -6.3% | 7.9% | 5.1% | -0.1% | -0.5 | 8.3% | 4.5%
CC(/C=N/Nc1nc(C)cc(C)n1)=C\c1ccc(C(C)C)cc1 | 13.3% | 13.5 | 8.5% | 13.2% | 9.9% | -10.0% | -1.8 | -13.6% | -8.0%
Cc1cc(-c2c(C)n([O-])c(C)c(C)[n+]2=O)ccc1F | 4.8% | 1.3 | -3.6% | -8.8% | -9.5% | -13.2% | 0.9 | -12.1% | -3.6%
CCOC(=O)C1=C(C)NC(C)=C(C(=O)OCC)C1C(=O)OCC(=O)N1CCC(C)CC1 | 0.5%&-12.6% | 5.0&-4.7 | 0.5%&22.1% | 19.4%&16.3% | -6.6%&0.6% | -9.9%&-3.5% | 2.1&0.1 | 0.5%&-8.8% | -18.8%&10.0%
N#CC1=C(N)Oc2n[nH]c(-c3ccccc3)c2C1c1ccncc1 (configuration not stated) | -0.4% | x | 18.8% | 24.2% | 9.0% | -5.2% | -0.5 | 0.8% | -1.8%
CN(Cc1ccccc1)C(=O)CCc1ccccc1 | -14.0% | 2.6 | 9.7% | -4.1% | -6.3% | 41.0%[activator] | -0.9 | 11.6% | 0.0%[57.1 µM]
Cc1ccc(NC(=S)NCc2ccccc2)cc1[N+](=O)[O-] | 4.5% | -6.1 | 10.5% | x | -8.0% | -4.2% | -3.0 | 2.5% | -21.8%
O=[N+]([O-])c1c(Nc2ccc(O)cc2)cc(N2CCOCC2)c2nonc12 | 5.8% | -0.7 | -15.3% | -28.7% | 2.4% | -1.3% | -5.7 | -7.6% | -4.2%
Cc1c(Cl)cccc1NC(=S)NCC1COc2ccccc2O1 (configuration not stated) | 15.2% | -2.3 | u | 30.3% | -23.6% | -4.3% | 0.1 | 6.0% | 2.1%
Cc1ccc(OC(C)C(=O)Nc2ncc(Cl)cc2Cl)c([N+](=O)[O-])n1 (configuration not stated) | -1.3% | 0.8 | 2.7% | -11.0% | 0.1% | -3.1% | 0.1 | -11.5% | 4.9%
Following part
SMILES | EPAC1 agonist | PI5P4Ka inh | Abeta yeast res | FUS yeast rescue | EPAC1 antagonist | PLK1 PBD inh | IL-2 act | aSyn rescue | WRN inhibitor
O=C(Oc1cc(Cl)cc(Cl)c1)c1cnc2n(c1=O)CCS2 | -2.1% | -1.6 | -27.1% | 0.5% | 6.5% | -7.7% | 0.4 | 23.5% | 2.5%
Cc1ccc(C)c(NC(=S)N(C)C)c1 | -2.0% | -10.3 | -1.1% | 0.2% | 13.7% | 0.5% | -1.0 | -2.6% | 1.2%
CCc1ccccc1NC1=NCC(=O)N1C1CCCC1 | 9.7% | -6.9 | -13.7% | 0.7% | 4.3% | 29.9µM* | -2.6 | -3.9% | 0.3%
Cc1cccc(NC(=O)CSCC(=O)Nc2ccccc2N2CCCC2)c1 | -4.7% | 13.2 | -1.5% | 38.3% | -24.8% | -11.6% | -1.3 | 2.6% | -9.8%
CN1CCN(CCCCOc2ccc(Br)cc2)CC1 | -5.4% | 0.6 | -16.9% | -20.8% | 7.6% | 3.1% | -2.6 | 2.3% | 0.9%
O=C(CN1CCC(n2nnc3cc(F)ccc32)CC1)NC1CC1 | 11.1% | x | -2.2% | 11.6% | 3.0% | -7.8% | -2.5 | 0.4% | -4.2%
Cc1ccc([N+](=O)[O-])cc1S(=O)(=O)Nc1ccc(O)c(Sc2ncn[nH]2)c1 | -13.0% | -23.3 | 11.8% | u | -10.5% | u | 0.8 | 1.0% | -4.5%
Cn1c(SC2CCCCC2=O)nnc1-c1ccccc1F (configuration not stated) | 13.1% | -5.9 | 0.9% | -0.4% | 12.8% | -3.8% | 0.0 | 3.1% | 1.7%
Cc1cc(Nc2c(C)n(C)n(-c3ccccc3)c2=O)n2c(nc3ccccc32)c1C#N | 2.7% | 6.5 | -53.0%[inhibitor] | 12.2% | -8.7% | -4.0% | 0.3 | -8.1% | -11.7%
COCCN(C(=O)c1ccc(N2CCCC2=O)cc1)c1c(N)n(Cc2ccccc2)c(=O)[nH]c1=O | -0.5% | -4.6 | -4.9% | -14.0% | 0.5% | -13.1% | -0.2 | -7.7% | 4.9%
Cn1c(N/N=C/c2cc3ccccc3nc2Cl)nc2ccccc21 | 27.6% | -11.9 | -12.9% | 6.6% | 8.0% | 5.5% | 6.7 | -21.6% | -15.1%
Oc1c(Cl)cc(CN2CCOCC2)c2cccnc12 | 3.8% | -6.0 | -75.5%[inhibitor] | 3.2% | -21.8% | u | 0.6 | u | -1.4%
O=C(Nc1nccs1)C1=COCCO1 | 6.6% | -0.3 | 0.0% | x | 3.8% | -11.2% | -2.2 | 1.4% | 10.4%
CCOC(=O)c1cc(NC(=O)c2ccco2)ccc1N1CCOCC1 | -13.7% | 8.6 | -6.9% | -10.2% | -4.4% | -15.7% | 0.6 | 11.7% | -4.2%
O=C(NC1CCCCCC1)C1c2ccccc2C(=O)N1CCCN1CCOCC1 (configuration not stated) | -4.3% | x | 2.7% | 15.9% | 5.8% | -0.2% | -1.6 | 2.3% | 8.2%
CCOC(=O)[C@]12CCCC=C1N(Cc1cccc3ccccc13)C(=O)[C@H](CC(=O)NCc1ccc(OC)c(OC)c1)C2 | 4.7% | -1.4 | -12.6% | u | -11.4% | -12.6% | -0.8 | -16.7% | -12.5%
CCCCNC(=O)OC1CCS(=O)(=O)C1 (configuration not stated) | 4.4% | -0.1 | -8.9% | -7.3% | -2.1% | -0.3% | 1.0 | -4.0% | 4.3%
Cc1ccc(C2C(=O)N(C3CCCC3)CC(=O)N2CC2COc3ccccc3O2)cc1 (configuration not stated) | 6.6% | x | 0.2% | 4.8% | 10.9% | -5.2% | -3.2 | -0.2% | -5.9%
COc1ccc(C(=O)COC(=O)CNC(=O)C2CCCCC2)c(OC)c1 | -14.1% | u | 0.0% | 9.6% | 11.3% | -2.8% | 0.7 | 1.1% | -7.7%
Cc1ccc(C)c(NS(=O)(=O)c2ccccc2C)c1 | 5.0% | -2.3 | -50.0%[inhibitor] | 3.2% | -5.4% | 7.7% | -0.6 | u | -0.1%
COCC(C)NCc1ccc(OC)c(Br)c1 (configuration not stated) | 13.5% | -3.4 | 2.2% | -28.3% | 8.7% | -3.3% | -0.5 | 1.9% | -1.5%
